Smad3 FoxH1 inh – inhibitors of human Smad3 transcription factor binding. 88,000 compounds, 0.29% hits. AID 630. P84022. TR-FRET Smad3/Dy647-FoxH1 peptide binding, europium anti-His. inhibition, % at 25 µM;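 active = compounds that reduce the energy-transfer binding signal between the protein and its labelled peptide by more than half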;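 note: 0% = Smad3 plus labelled peptide maximal FRET and 100% = peptide-only background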
F-actin modifier – cytoskeleton assembly modification. HUVEC TNFa F-actin phalloidin imaging, high content. 91,000 compounds, 0.18% hits. inhibition, % at 2 µM;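 active = inhibition above the batch mean plus 3 SD and confirmed as a hit by visual image inspection, cut at about 30% in these data, passing the limit was not always enough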; note: strong numbers were not always called active
Calb biofilm kill – kills Candida albicans biofilms. 85,000 compounds, 0.14% hits. C. albicans biofilm + clotrimazole, Alamar Blue. inhibition, % at 6 µM. AID 834;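 active = inhibition above 20%; inactive = inhibition below 20%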;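 note: preformed 24 hr biofilms exposed to compound for 48 hr; 0% = biofilm without compound and 100% = blank killed by clotrimazole plus chlorhexidine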
TNFa cytotox – toxic to HUVEC cells under TNF alpha stimulation | HUVEC TNFalpha-stimulated, Hoechst cell count, imaging | 93,000 compounds, 0.17% hits | cell count reduction, % at 2 µM | AID 848;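 active = cell count reduction exceeding the screen mean by over 5 SD, scaled to untreated wells per plate, cut at about 78% in these data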;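 note: cells counted after 24 h of TNF alpha exposure following the 1 h pretreatment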
VCAM1 TNFa inh – reduces TNF alpha induced VCAM1 expression in HUVEC; HUVEC TNFa-induced VCAM-1 immunofluorescence, high-content imaging; inhibition, % at 2 µM; 95,000 compounds, 0.48% hits; AID 802;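 active = inhibition above the batch mean plus 3 SD, with images confirmed as a hit by eye, cut at about 37% in these data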;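 note: 0% = TNF-stimulated DMSO wells and 100% = unstimulated control wells; not every result past the cut was called active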
sEH activator – activators of human soluble epoxide hydrolase. 91,000 compounds, 0.04% hits. P34913. AID 717. activation, % at 2 µM. purified human sEH enzymatic activity, activator screen; in the data active = activation above about 37%; note: values of inactives mirror those of a sister screen read the other way
Target sequence (P34913 whole entry, looked up): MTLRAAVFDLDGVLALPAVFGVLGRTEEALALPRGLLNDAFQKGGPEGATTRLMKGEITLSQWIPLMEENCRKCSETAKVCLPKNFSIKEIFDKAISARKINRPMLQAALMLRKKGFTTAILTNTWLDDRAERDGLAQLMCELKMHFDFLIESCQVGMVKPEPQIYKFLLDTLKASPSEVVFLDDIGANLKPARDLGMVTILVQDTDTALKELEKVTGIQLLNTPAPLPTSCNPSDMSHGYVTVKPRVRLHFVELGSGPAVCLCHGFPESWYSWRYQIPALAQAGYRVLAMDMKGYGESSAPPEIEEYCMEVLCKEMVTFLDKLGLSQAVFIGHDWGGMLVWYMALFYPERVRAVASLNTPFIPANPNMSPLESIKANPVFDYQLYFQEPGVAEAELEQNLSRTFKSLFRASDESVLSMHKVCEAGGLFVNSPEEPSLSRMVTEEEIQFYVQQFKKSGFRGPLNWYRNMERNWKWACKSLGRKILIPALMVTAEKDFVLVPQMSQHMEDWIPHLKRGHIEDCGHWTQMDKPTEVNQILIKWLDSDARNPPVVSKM
sEH inhibitor – inhibitors of human soluble epoxide hydrolase; P34913; recombinant human sEH enzymatic activity assay; inhibition, % at 2 µM; 91,000 compounds, 0.34% hits; AID 707; in the data active = inhibition above about 80%; note: values of inactives mirror those of a sister screen read the other way; many of its hits are not listed in these tables
ERb coact inh – ER-beta (human) coactivator binding inhibition; TR-FRET ER-beta LBD / SRC1-Cy5 peptide binding; receptor agonist-loaded with 1 µM estradiol; Q92731; inhibition, % at 25.6 µM; 86,000 compounds, 1.3% hits;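 active = compounds whose percent inhibition of the receptor-coactivator binding signal exceeds about 50% in the single-dose screen, limit read from the data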;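 note: 0% = receptor plus peptide wells without compound and 100% = peptide-only wells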
Target sequence (Q92731 whole entry, looked up, the tested form may be a part): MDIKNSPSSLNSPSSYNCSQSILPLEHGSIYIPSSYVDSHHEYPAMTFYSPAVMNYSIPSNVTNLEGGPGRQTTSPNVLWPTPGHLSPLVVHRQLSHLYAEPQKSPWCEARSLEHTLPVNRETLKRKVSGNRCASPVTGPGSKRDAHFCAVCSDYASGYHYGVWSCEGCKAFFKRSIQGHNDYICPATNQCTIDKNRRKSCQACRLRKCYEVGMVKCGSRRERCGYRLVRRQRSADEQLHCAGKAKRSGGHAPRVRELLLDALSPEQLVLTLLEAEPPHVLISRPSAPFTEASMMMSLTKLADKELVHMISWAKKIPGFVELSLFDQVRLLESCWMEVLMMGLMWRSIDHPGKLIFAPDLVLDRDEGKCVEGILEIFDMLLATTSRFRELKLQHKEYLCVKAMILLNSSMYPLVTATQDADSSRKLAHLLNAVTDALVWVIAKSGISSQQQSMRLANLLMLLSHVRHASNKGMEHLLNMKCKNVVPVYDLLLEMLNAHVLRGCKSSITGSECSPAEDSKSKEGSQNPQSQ
IL1B cytotox – HUVEC cytotoxicity counter-screen, IL-1B stimulated; HUVEC cell count loss, Hoechst imaging; cell count reduction, % at 2 µM; 94,000 compounds, 0.41% hits;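 active = cell count reduction more than 3 SD above the screen-wide mean, cut at about 70% in these data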;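 note: normalized per plate to untreated control cells as the no-loss baseline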
* = called active by the depositor; / = no result given; [ ] = another dose, or the depositor's remark. Some of the compounds tested; the hit share may differ from the screen's.

SMILES	Smad3 FoxH1 inh	F-actin modifier	Calb biofilm kill	TNFa cytotox	VCAM1 TNFa inh	sEH activator	sEH inhibitor	ERb coact inh	IL1B cytotox
O=C(O)Cn1cc(C(=O)c2ccco2)c2ccccc21	/	15	/	-7	-16	/	/	/	-29
COc1ccc(N2C(=O)CSC2c2ccc3c(c2)OCO3)cc1 (stereo unspecified)	2	0	4	/	/	-20	21	4	11
C/C(=N\NC(=O)c1ccccc1C)c1ccc(NC(=O)c2cccs2)cc1	/	18	/	16	32	0	2	/	-13
Cc1nc2ncnn2c(Nc2ccc3c(c2)OCCO3)c1C	-3	17	10	18	-10	-4	7	14[fluorescence artefact?]	-27
Cc1ccc2cn[nH]c2c1NC(=S)NC(=O)c1ccccc1	/	-19	/	0	5	-8	10	/	-14
Cc1ccc(C)n1CCN1CCN(CC(=O)Nc2ccc(S(N)(=O)=O)cc2)CC1	5	-4	-2	-18	-17	15	-14	5	11
COC(=O)CCC(=O)c1oc2ccc(OC)cc2c1N	-4	9	12	-3	-3	9	-7	-11	-2
O=C(Nc1cccc(NC(=O)c2ccc(-c3ccc(Br)cc3)o2)c1)c1ccco1	10	-11	7	-11	-24	8	-8	22	-34
Cc1ccc2cc(CN(CCCN3CCOCC3)C(=O)NC3CCCCC3)c(=O)[nH]c2c1C	4	/	2	/	/	-57	57	-4[fluorescence artefact?]	/
O=C(Nc1ccccc1)c1ccc(CN2CCC(Cc3ccccc3)CC2)cc1	/	-4	/	-4	-2	8	-6	/	15
Cc1ccc(NC(=O)CC2S/C(=N/c3nccs3)N(C)C2=O)cc1C (stereo unspecified)	/	-13	/	-7	-12	-4	2	/	-5
COc1ccccc1N1CCN(C(=O)c2cc(-c3ccc(Cl)c(Cl)c3)on2)CC1	13[fluorescence artefact?]	0	8	-5	8	6	-5	-3	-40

Pulled one by one from the list above (2):
SMILES	Smad3 FoxH1 inh	F-actin modifier	Calb biofilm kill	TNFa cytotox	VCAM1 TNFa inh	sEH activator	sEH inhibitor	ERb coact inh	IL1B cytotox
O=C(Nc1ccccc1)c1ccc(CN2CCC(Cc3ccccc3)CC2)cc1	/	-4	/	-4	-2	8	-6	/	15
Cc1nc2ncnn2c(Nc2ccc3c(c2)OCCO3)c1C	-3	17	10	18	-10	-4	7	14[fluorescence artefact?]	-27

A few values from the entries so far.
O=C(Nc1cccc(NC(=O)c2ccc(-c3ccc(Br)cc3)o2)c1)c1ccco1 in Smad3 FoxH1 inh: 10
COc1ccccc1N1CCN(C(=O)c2cc(-c3ccc(Cl)c(Cl)c3)on2)CC1 in TNFa cytotox: -5
Cc1ccc2cn[nH]c2c1NC(=S)NC(=O)c1ccccc1 in IL1B cytotox: -14
Cc1nc2ncnn2c(Nc2ccc3c(c2)OCCO3)c1C in sEH inhibitor: 7

More records follow:
SMILES	Smad3 FoxH1 inh	F-actin modifier	Calb biofilm kill	TNFa cytotox	VCAM1 TNFa inh	sEH activator	sEH inhibitor	ERb coact inh	IL1B cytotox
O=C(O)C1[C@H]2C(=O)N(Cc3cccs3)C[C@]23C=C[C@H]1O3 (stereo partly specified)	-8	-36	-1	-7	15	-44	43	0[fluorescence artefact?]	-7
COc1ccc(C(=O)CSc2nnc(CNC(=O)c3ccc(OC)cc3)n2C)cc1	4	4	3	6	20	2	-2	-6	-10
COc1ccc(CN2CC(C(=O)NCc3ccc4c(c3)OCO4)CC2=O)cc1 (stereo unspecified)	6	-2	0	-14	4	-5	4	-14	-7
CC(C)NS(=O)(=O)c1ccc(CCC(=O)N2CCOCC2)cc1	0	-68	/	-1	2	-5	8	-2	0
COc1ccc(S(=O)(=O)NC(C)C(=O)Nc2ccccc2C(F)(F)F)cc1 (stereo unspecified)	3	-15	7	18	8	9	-10	14[fluorescence artefact?]	0
Cc1cccc(OCc2nnc(SCC(=O)Nc3sc(C)c(C)c3C#N)n2C)c1	15[fluorescence artefact?]	13	4	-18	-24	14	-14	14[fluorescence artefact?]	-6
O=C(O)Cc1ccc2ocnc2c1	/	32	/	-10	8	8	-7	/	-21
CC(C)(C)c1ccccc1OCC(=O)Nc1ncn[nH]1	-9	-6	-1	-6	-1	-5	6	-8	0
CCO/C(C)=N/n1c2nc3ccccc3nc2c2c(=O)n(Cc3ccccc3Cl)c(C)nc21	11	28	6	8	10	-7	6	3[fluorescence artefact?]	-22
CCC(C)NC(=O)c1ccc(COc2ccccc2Cl)cc1 (stereo unspecified)	17	4	3	-19	16	-2	4	3	-10
O=[N+]([O-])c1ccc(N2N=C(c3ccco3)CC2c2ccccc2)cc1 (stereo unspecified)	/	-8	/	1	9	2	2	/	2
Cc1ccccc1N(CC(=O)NCC1CCCO1)C(=O)C1(C)CC(=O)N=C2C=CC=CN21 (stereo unspecified)	-2	/	/	/	/	0	-2	0	-3
O=S(=O)(c1cccs1)N1CN(Cc2ccccc2)c2nc3ccccc3nc21	/	18	/	32	6	8	-5	/	7
c1ccc(CSc2nnc(-c3sccc3-n3cccc3)o2)cc1	/	29	/	-4	10	-3	2	/	3
Cc1c(NC(=O)NC(C)N2C(=O)C3C4C=CC(C4)C3C2=O)c(=O)n(-c2ccccc2)n1C (stereo unspecified)	2	16	6	-23	-9	-13	14	-5	-4
CCc1cc2c(=O)c(Oc3ccccc3F)c(C)oc2c(CN(C)C)c1O	2	4	3	-16	-2	8	-8	0	13
O=C(Nc1ccc(/C=C/c2nc3ccccc3o2)cc1)c1cccc(C(F)(F)F)c1	/	-1	/	-22	-8	-20	18	/	-91
COc1ccc(CN2CC(C(=O)NCCCN3CCOCC3)CC2=O)cc1 (stereo unspecified)	/	4	/	-25	-27	14	-14	/	33
CCOC(=O)c1c(C)nc2c(c1-c1ccccc1)C(=O)CC(C)(C)C2	/	-12	/	14	-7	-6	9	/	-14
Cc1[nH]c2ccccc2c1C(c1ccccn1)c1c(C)[nH]c2ccccc12	10	-1	5	2	11	-4	5	0	-1
O=c1c2nnn(Cc3ccc(Cl)cc3)c2ncn1Cc1ccc(F)cc1	-9	-6	12	-3	-7	6	-6	-10	29
CCC(C)(C)n1nnnc1C(c1ccc(OC)c(OC)c1)N1CCN(c2ccc(OC)cc2)CC1 (stereo unspecified)	-3	7	-2	-35	15	1	-4	-13	-29
O=C(COC(=O)c1ccc2ccccc2n1)Nc1ncc(C(F)(F)F)cc1Cl	-2	12	6	-12	-12	-10	10	-5	-8
Cc1cc(C)n(C(=O)c2ccc(Cn3nc(C)c(Br)c3C)o2)n1	-3	-18	4	-5	-24	-8	9	5[fluorescence artefact?]	6
CN(C)S(=O)(=O)N(CC(=O)Nc1ccc(F)c(F)c1)c1ccccc1	8	19	7	-13	-19	-1	-1	35[fluorescence artefact?]	23
Cc1cc(C(=O)NC2CCCc3ccccc32)c(C)o1 (stereo unspecified)	/	-32	/	11	5	-45	46	/	-26
C#CCOc1ccc(Br)cc1/C=N/O	8	-7	7	-25	4	-1	2	2	-4
O=C1NC2(CCCCCC2)N=C1c1ccc(F)cc1	8	18	2	-33	4	14	-17	-4	/
Cc1ccccc1NS(=O)(=O)c1ccc(NC(=O)CSCc2ccc(Br)cc2)cc1	/	31	/	-13	-4	-15	15	/	17
NCC12CC3CC(C1)CC(CN)(C3)C2	-1	-34	9	1	2	/	/	-1[fluorescence artefact?]	19
COc1cccc(NC(=O)CN(C)C(=O)c2ccc3ccccc3c2)c1	/	3	/	-7	-11	-5	4	/	14
CC(=O)Nc1nnc(SCC(=O)NCCOc2ccccc2)s1	-3	-40	6	-2	-3	3	-3	-2	-7
CCCCN(C(=O)CNC(=O)c1cccs1)C(C(=O)NC1CCCCC1)c1cccnc1 (stereo unspecified)	7	4	8	-9	-3	11	-8	2	-20
O=C(CSC1CC(=O)N(CC(c2ccccc2)c2ccccc2)C1=O)Nc1ccc(Cl)cc1 (stereo unspecified)	/	-18	/	-8	8	-17	17	/	/
C=CCn1c(COc2ccccc2)nnc1SCc1ccc(C#N)cc1	5	4	5	-16	-2	8	-11	-2	-26
COc1ccccc1OCc1ccc(C(=O)NCC2CCCO2)o1 (stereo unspecified)	5	1	6	-5	12	-1	3	4	-41
Nc1nnc(SCC(=O)Nc2ccccc2N2CCOCC2)s1	20[fluorescence artefact?]	-5	6	/	-28	0	2	-2	-43
COc1ccccc1-n1cnnc1SCC(=O)N1CC(=O)Nc2ccccc21	5	-10	7	1	-13	13	-15	-1	4
CCOC(=O)C(C)Oc1ccsc1C(=O)OC (stereo unspecified)	/	-7	/	-9	0	1	0	/	-27
CC(=O)N1C(=O)N(C)C2C1N(C)C(=O)N2C(C)=O (stereo unspecified)	/	1	/	-6	5	5	-5	/	8
Cc1ccc(N2C(=O)C3N=NN(CC(=O)N4N=C(c5cccc6ccccc56)CC4c4ccccc4)C3C2=O)cc1 (stereo unspecified)	6	-14	6	-8	12	-12	12	9[fluorescence artefact?]	-4
CCc1ccc(-c2nc(CN3CCC(C(=O)NCCN(CC)c4ccccc4)CC3)c(C)o2)cc1	-5	59	-3	3	38	-48	49	-2	-4
CCOC(=O)c1c(C)c(C(=O)NCCCN2CCCC2=O)c(C)n1CC	6	28	9	2	11	4	-2	-7	11
c1ccc(C2(c3ccccc3)OCC(Cn3cncn3)O2)cc1 (stereo unspecified)	7	/	3	-20	-5	-7	9	-1	-106
OCCOCCn1c2ccccc2c2ccccc21	8	-8	8	39	20	/	/	-3	17
COCC(=O)Nc1ccc(-c2cn3cccnc3n2)cc1	/	-18	/	-20	11	8	-9	/	11
Cn1c(CCCOc2ccc(Cl)cc2Cl)nnc1SCC(=O)Nc1nccs1	12	-5	7	-10	7	8	-8	11	-14
C/C(=C\C(=O)N1CCc2ccccc21)C(=O)O	/	-5	/	5	-4	27	-24	/	-7
O=C(Cn1cnc([N+](=O)[O-])c1)NCc1ccc(F)cc1	/	-4	/	0	9	13	-12	/	-52
O=C(NCc1cccs1)c1cc(S(=O)(=O)N2CCCCC2)ccc1Cl	-7	4	-1	-2	3	-38	40	-12	-14
COc1cccc(-n2nnc3c(=O)n(Cc4cccc(F)c4)cnc32)c1	13	19	6	-5	0	2	-2	17	-67
COC(=O)c1ccccc1NC(=O)Cn1c(CCC(=O)O)ccc1-c1cccs1	8	21	4	-35	-9	-3	5	-4	17
O=C(Cc1cccs1)NCc1ccccc1F	-11	5	-1	-2	0	-3	-2	0	-101
Fc1ccc(NC(=S)Nc2ccc(F)c(Cl)c2)cc1Cl	/	-10	/	-22	2	-19	19	/	-3
Cc1cc(C(=O)CSc2nnc(Cc3ccccc3)o2)c(C)n1Cc1ccc2c(c1)OCO2	/	17	/	-28	-54	-10	9	/	-55
CN(CCC#N)C(=O)COC(=O)c1ccc(Cl)c(S(N)(=O)=O)c1	15	0	8	8	4	12	-17	4	-10
Cc1cc(-c2nnco2)c(C)n1-c1ccccc1	-7	-5	1	-14	-5	/	/	17	/
C(=N\n1cnc2ccccc21)/c1cccnc1	-4	-12	-1	-3	3	14	-18	-7	7
CC(C)CN(C#N)c1nc(N2CCOCC2)nc(N2CCOCC2)n1	/	-19	/	-8	-44	-79	79	/	-9
O=C(CCCC(=O)N(c1ccc2c(c1)OCCO2)C(C(=O)NC1CCCCC1)c1ccc(Cl)cc1)Nc1ccccn1 (stereo unspecified)	/	-31	/	9	-34	-9	7	/	-24
O=C(CCC1N=C2c3ccccc3N=C(SCc3cccc(Cl)c3)N2C1=O)NCc1ccco1 (stereo unspecified)	5	19	4	-12	0	-6	5	23[fluorescence artefact?]	-13
O=C(CN1CCN(Cc2ccccc2Cl)C1=O)N1CCCCCC1	-5	6	5	-8	3	14	-12	5	3
COC(=O)C1(O)CC(C(C)C)=NN1C(=O)c1ccc(Cl)cc1 (stereo unspecified)	/	2	/	-10	3	2	-4	/	1
